Bioassay records deposited in PubChem BioAssay by Broad Institute.
TcdB inh: inhibitors of Clostridioides difficile toxin B glycohydrolase. hit rate 0.24% among 350,000. P18177. TcdB glycohydrolase enzymatic assay, plate reader. inhibition, % at 9.99 µM; in the data active = inhibition above about 10%
The depositor's hits bear a star. The list is partial; rates above refer to the full screens.

O=C(O)C1=CCC(c2ccc(Cl)c(Cl)c2)N(S(=O)(=O)c2ccc(F)cc2)C1c1cccc(F)c1 (configuration not stated)
  TcdB inh = -1.8

C[C@H]1CN([C@@H](C)CO)C(=O)Cc2cc(NS(=O)(=O)c3ccc(Cl)cc3)ccc2O[C@H]1CN(C)S(=O)(=O)c1ccccc1
  TcdB inh = 0.2

O=C(Nc1ccc(F)cc1)N1CCCCN2[C@H](CO)[C@@H](c3ccc(C#Cc4ccccc4)cc3)[C@@H]2C1
  TcdB inh = -3.8

CC(C)c1cn([C@H]2C[C@@H]3O[C@@H](CO)CC[C@@H]3O[C@@H]2CCc2ccc(-c3ccccc3)cc2)nn1
  TcdB inh = -0.3

O=C(c1ccc(F)cc1)N1CC(=O)N2[C@H](CO)[C@H](c3ccc(C#CC4CC4)cc3)[C@@H]2C1
  TcdB inh = 0.0

C[C@H](CO)N1C[C@H](C)[C@@H](CN(C)Cc2ccc(Oc3ccccc3)cc2)Oc2ccc(NC(=O)c3ccncc3)cc2C1=O
  TcdB inh = 0.4

C[C@H](CO)N1C[C@H](C)[C@H](CN(C)Cc2ccc(C(=O)Nc3ccccc3N)cc2)Oc2ccc(NC(=O)Nc3ccccc3)cc2C1=O
  TcdB inh = 0.6

C[C@H](CO)N1C[C@H](C)[C@@H](CN(C)Cc2ccc3c(c2)OCO3)Oc2c(NC(=O)C3CCOCC3)cccc2C1=O
  TcdB inh = -1.5

CCCC#Cc1cnc2c(c1)C(=O)N([C@H](C)CO)C[C@@H](C)[C@@H](CN(C)C(=O)Nc1ccccc1F)O2
  TcdB inh = 1.1

CN(C)CCCNC(=O)[C@H]1[C@H](CO)[C@H]2Cn3c(ccc(C4=CCCC4)c3=O)[C@@H]1N2Cc1cocn1
  TcdB inh = 0.3

CC=Cc1ccc2n(c1=O)C[C@@H]1[C@@H](CO)[C@H](C(=O)OC)[C@H]2N1CC1CCCCC1 (mixture of isomers)
  TcdB inh = 1.2

CNC(=O)C[C@@H]1CC[C@@H]2[C@H](COC[C@@H](O)CN2Cc2ccccc2F)O1
  TcdB inh = -0.3

C[C@@H]1CN([C@H](C)CO)S(=O)(=O)c2ccc(/C=C/c3ccccc3)cc2O[C@@H]1CN(C)C(=O)c1ccc2c(c1)OCO2
  TcdB inh = -0.3

C[C@@H](NC(=O)C[C@@H]1CC[C@H]2[C@H](COc3ccc(NC(=O)C4CCOCC4)cc3C(=O)N2C)O1)c1ccccc1
  TcdB inh = -1.2

COc1ccc(CN(C)C[C@@H]2OCc3cnnn3CCCC(=O)N([C@@H](C)CO)C[C@@H]2C)cc1
  TcdB inh = -1.7

O=C(NC1CCCC1)N1CC2(C1)[C@H](c1ccccc1)[C@@H](CO)N2CC1CCOCC1
  TcdB inh = 0.1

C[C@@H]1CN([C@@H](C)CO)C(=O)c2cc(NC(=O)C3CCCCC3)ccc2O[C@@H](C)CCCCO[C@@H]1CN(C)CC1CCCCC1
  TcdB inh = -3.4

COc1ccc(NC(=O)N[C@H]2CC[C@@H](CCNC(=O)Cc3ccncc3)O[C@@H]2CO)cc1
  TcdB inh = -0.7

O=C(N[C@H]1C=C[C@H](CC(=O)N2CCOCC2)O[C@@H]1CO)c1ccccn1
  TcdB inh = 0.2

C[C@@H]1CN([C@@H](C)CO)C(=O)c2cccc(NS(=O)(=O)c3ccccc3)c2O[C@@H]1CN(C)Cc1ccc(C(=O)O)cc1
  TcdB inh = -0.8

C[C@@H]1CN([C@H](C)CO)S(=O)(=O)c2ccc(C#CC(C)(C)O)cc2O[C@H]1CN(C)Cc1ccncc1
  TcdB inh = -0.6

CO[C@H]1CN(C)C(=O)c2cc(NC(=O)Nc3ccc(F)cc3)ccc2OC[C@H](C)NC[C@H]1C
  TcdB inh = -6.8

COc1ccc(S(=O)(=O)Nc2ccc3c(c2)C(=O)N([C@H](C)CO)C[C@@H](C)[C@@H](CN(C)C)O3)cc1
  TcdB inh = 0.3

C[C@@H]1CN([C@@H](C)CO)S(=O)(=O)c2ccc(-c3ccncc3)cc2O[C@@H]1CN(C)C(=O)c1cccc(F)c1
  TcdB inh = 0.2

CC1(C(=O)NCc2ccccc2)CN(S(C)(=O)=O)CC(=O)N1CCc1ccc(O)cc1 (configuration not stated)
  TcdB inh = 2.9

Cc1ccc(S(=O)(=O)Nc2ccc3c(c2)C(=O)N([C@@H](C)CO)C[C@H](C)[C@@H](CN(C)C(=O)c2ccccc2)OCCCC[C@@H](C)O3)cc1
  TcdB inh = 0.7

C[C@H](CO)N1C[C@H](C)[C@@H](CN(C)Cc2ccncc2)Oc2ncc(C#CC3CCCC3)cc2C1=O
  TcdB inh = 0.5

N#C[C@@H]1[C@@H](c2ccc(C3=CCCCC3)cc2)[C@H](CO)N1C(=O)NC1CCCC1
  TcdB inh = 0.4

C[C@H](CO)N1C[C@H](C)[C@H](CN(C)C(=O)Nc2ccc(F)cc2)Oc2ccc(NC(=O)CCN3CCOCC3)cc2CC1=O
  TcdB inh = 1.0

COc1cccc(C(=O)N2C[C@H]3[C@@H](c4ccccc42)[C@H](CO)N3Cc2ccccc2Cl)c1
  TcdB inh = 0.6

COc1ccc(CN(C)C[C@H]2Oc3ccc(NC(=O)Nc4ccc(OC)cc4)cc3CC(=O)N([C@@H](C)CO)C[C@@H]2C)cc1
  TcdB inh = 0.9

O=C(Nc1ccccc1F)N[C@@H]1CC[C@@H](CCNS(=O)(=O)c2ccc(F)cc2)O[C@H]1CO
  TcdB inh = 0.2

O=C(c1cccc(F)c1)N1C[C@@H]2[C@H](c3ccccc31)[C@@H](CO)N2C(=O)c1ccc(F)cc1
  TcdB inh = 1.0

O=C(C[C@@H]1CC[C@H]2[C@@H](COC[C@@H](O)CN2C(=O)c2ccccc2)O1)NCc1ccc(-c2ccccc2)cc1
  TcdB inh = 0.0

CCCN1[C@H](CO)[C@H](c2ccc(C3=CCCCC3)cc2)[C@@H]1CNC(=O)COC
  TcdB inh = -0.7

COC(=O)[C@H]1[C@H](CO)[C@H]2Cn3c(ccc(/C=C/c4ccccc4)c3=O)[C@H]2N1CCC(F)(F)F
  TcdB inh = 0.3

C[C@@H]1CCCCO[C@H](CN(C)C(=O)CCCN(C)C)[C@@H](C)CN([C@H](C)CO)C(=O)c2cc(NS(=O)(=O)c3ccc(Cl)cc3)ccc2O1
  TcdB inh = -1.1

C[C@@H]1CN([C@H](C)CO)C(=O)c2cc(-c3ccncc3)cnc2O[C@H]1CN(C)C(=O)c1cccc(F)c1
  TcdB inh = 0.8

COc1ccccc1CNC(=O)C[C@@H]1C[C@@H]2c3cc(NC(=O)Nc4ccccc4F)ccc3O[C@@H]2[C@H](CO)O1
  TcdB inh = 0.4

Cc1ccc(S(=O)(=O)N(C)C[C@@H]2OCCCC[C@@H](C)Oc3ccc(NS(=O)(=O)c4ccc(Cl)cc4)cc3C(=O)N([C@H](C)CO)C[C@@H]2C)cc1
  TcdB inh = -1.6

(continued)
SMILES | TcdB inh
C=CCN1C[C@H](COC(=O)c2ccc(C)c(C)c2)Oc2cccc(F)c2S1(=O)=O | 1.7
C[C@@H]1CN([C@@H](C)CO)S(=O)(=O)c2ccc(C3=CCCC3)cc2O[C@@H]1CN(C)C(=O)c1ccccc1 | -2.4
O=C(C[C@@H]1CC[C@H]2NC[C@H](O)COC[C@@H]2O1)Nc1ccccc1 | -0.5
CCC(=O)N(C)C[C@H]1Oc2cc(-c3cncnc3)ccc2S(=O)(=O)N([C@H](C)CO)C[C@@H]1C | 0.7
Cc1ccccc1-c1ccc2c(c1)[C@@H]1C[C@H](N(C)S(=O)(=O)c3ccc(Cl)cc3)[C@H]([C@H](C)O)CN1CC2 | -2.4
C[C@@H]1CCCCO[C@@H](CN(C)C(=O)C2CCCCC2)[C@@H](C)CN([C@H](C)CO)C(=O)c2cc(NC(=O)Cc3ccccc3)ccc2O1 | -0.3
CN(C)CC(=O)N1CC2(C1)[C@H](c1ccccc1)[C@H](CO)N2Cc1cc(F)ccc1F | 0.2
CO[C@@H]1CN(C)C(=O)c2cc(NC(=O)Nc3ccccc3)ccc2OC[C@@H](C)N(C(=O)Nc2c(C)noc2C)C[C@H]1C | 1.8
Cc1noc(C)c1NC(=O)N(C)C[C@@H]1Oc2ccc(NS(=O)(=O)c3ccc(F)cc3)cc2C(=O)N([C@@H](C)CO)C[C@@H]1C | 0.4
C[C@H](CO)N1C[C@H](C)[C@H](CN(C)Cc2ccc(Oc3ccccc3)cc2)Oc2ccc(NS(=O)(=O)c3ccccc3)cc2CC1=O | 0.5
C[C@H](CO)N1C[C@H](C)[C@@H](CN(C)S(=O)(=O)c2ccc(F)cc2)Oc2ccc(NC(=O)C3CCCCC3)cc2CC1=O | -2.5
CN(C)CCCNC(=O)C[C@@H]1CC[C@@H](NC(=O)Cc2cccnc2)[C@H](CO)O1 | 1.2
C[C@@H]1CN([C@H](C)CO)C(=O)c2cccc(NS(C)(=O)=O)c2O[C@H]1CN(C)C(=O)Nc1ccccc1 | 0.3
CCCNC(=O)N1CC2(C1)CN(C(=O)c1ccccc1)[C@@H](CO)c1[nH]c3cc(OC)ccc3c12 | -0.3
Cc1ccc(S(=O)(=O)NCC[C@@H]2CC[C@H](NC(=O)Nc3ccccc3F)[C@@H](CO)O2)cc1 | -0.3
COc1ccc(NC(=O)Nc2ccc3c(c2)CC(=O)N([C@@H](C)CO)C[C@@H](C)[C@H](CN(C)C(=O)Nc2ccccc2)O3)cc1 | 0.0
C[C@H](NC(=O)[C@@H]1[C@@H](CO)[C@@H]2Cn3c(cccc3=O)[C@H]1N2Cc1ccccc1)c1ccccc1 | 0.3
O=C(C[C@H]1C[C@@H]2c3cc(NC(=O)Nc4ccccc4F)ccc3O[C@@H]2[C@H](CO)O1)NC1CCCC1 | -2.1
CO[C@H]1CN(C)C(=O)c2ccc(NS(=O)(=O)c3cccc(F)c3)cc2OC[C@H](C)N(C(=O)Cc2cccnc2)C[C@H]1C | 0.6
Cc1ccc(S(=O)(=O)N(C)C[C@H]2Oc3ccc(N(C)C)cc3CC(=O)N([C@@H](C)CO)C[C@H]2C)cc1 | -4.9

Part of the list above in order of number of heavy atoms, highest first.
SMILES | TcdB inh
Cc1ccc(S(=O)(=O)N(C)C[C@H]2Oc3ccc(N(C)C)cc3CC(=O)N([C@@H](C)CO)C[C@H]2C)cc1 | -4.9
C[C@H](NC(=O)[C@@H]1[C@@H](CO)[C@@H]2Cn3c(cccc3=O)[C@H]1N2Cc1ccccc1)c1ccccc1 | 0.3
Cc1ccc(S(=O)(=O)NCC[C@@H]2CC[C@H](NC(=O)Nc3ccccc3F)[C@@H](CO)O2)cc1 | -0.3

The list goes on.
SMILES | TcdB inh
N#C[C@H]1[C@@H](c2ccc(-c3cccc(F)c3)cc2)[C@H](CO)N1C(=O)NC1CCCC1 | -0.5
O=C(Nc1cccc(F)c1)N1C[C@H]2[C@@H](c3ccccc31)[C@@H](CO)N2C(=O)Cc1ccccn1 | -0.7
CO[C@H]1CN(C)C(=O)c2cccc(C#N)c2OC[C@H]2O[C@@H](CC[C@H]2OC)CCN(C)C(=O)[C@H]1C | -0.2
COc1ccccc1-c1cnc2c(c1)C(=O)N([C@H](C)CO)C[C@@H](C)[C@@H](CN(C)C(=O)c1ccncc1)O2 | 0.6
C[C@H]1CN([C@@H](C)CO)C(=O)Cc2cc(NC(=O)Nc3ccccc3)ccc2O[C@H]1CN(C)Cc1ccc(C(=O)O)cc1 | 0.9
COC(=O)[C@@H]1[C@@H](CO)[C@@H]2Cn3c(ccc(-c4ccccc4)c3=O)[C@H]1N2CCc1ccccc1 | 1.1
CN(C)CCCNC(=O)C[C@@H]1CC[C@H]2[C@H](COc3ccc(NC(=O)c4ccccc4F)cc3C(=O)N2C)O1 | -1.6
CO[C@H]1CN(C)C(=O)c2cc(NS(=O)(=O)c3ccc(Oc4ccccc4)cc3)ccc2OC[C@@H](C)NC[C@@H]1C | -1.5
C[C@@H]1CN([C@@H](C)CO)C(=O)c2cccc(NS(C)(=O)=O)c2O[C@@H]1CN(C)Cc1ccc(Cl)c(Cl)c1 | 0.1
O=C(C[C@H]1CC[C@@H]2[C@H](COC[C@@H](O)CN2Cc2ccccc2)O1)NCCc1ccccc1 | 0.0

Reprinted at random: three entries already listed
SMILES | TcdB inh
CN(C)CCCNC(=O)C[C@@H]1CC[C@H]2[C@H](COc3ccc(NC(=O)c4ccccc4F)cc3C(=O)N2C)O1 | -1.6
C=CCN1C[C@H](COC(=O)c2ccc(C)c(C)c2)Oc2cccc(F)c2S1(=O)=O | 1.7
C[C@@H]1CN([C@H](C)CO)S(=O)(=O)c2ccc(C#CC(C)(C)O)cc2O[C@H]1CN(C)Cc1ccncc1 | -0.6

(next part)
SMILES | TcdB inh
O=C(c1ccccn1)N1C[C@@H]2[C@H](c3ccccc31)[C@@H](CO)N2C(=O)C1CCCCC1 | -0.7
C[C@H]1CN([C@@H](C)CO)C(=O)c2cc(C#CCc3ccccc3)cnc2O[C@@H]1CN(C)Cc1ccc(C(=O)O)cc1 | -0.5
O=C(C[C@H]1CC[C@@H]2[C@H](COC[C@@H](O)CN2C(=O)Nc2cc(Cl)cc(Cl)c2)O1)NCC1CCCCC1 | -0.4
Cn1cnc(CCNC(=O)C[C@H]2CC[C@@H]3[C@H](COC[C@@H](O)CN3C(=O)C3CCCC3)O2)c1 | -0.5
OC[C@@H]1[C@H](c2ccc(-c3cccnc3)cc2)[C@H]2CN(CC3CC3)CCCCN12 | -0.2
NC(=O)[C@@H]1[C@H]2C(=O)O[C@H](c3ccccc3)[C@H](c3ccccc3)N2[C@H](c2ccccc2OCCO)[C@@]12C(=O)Nc1ccccc12 | 0.6
C[C@H](CO)N1C[C@H](C)[C@H](CN(C)CC2CCCCC2)Oc2ccc(NC(=O)NC3CCCCC3)cc2C1=O | 0.3
O=S(=O)(NC[C@@H]1N[C@@H](CO)[C@@H]1c1ccccc1)c1ccccc1 | -0.8
C[C@@H]1CCCCO[C@@H](CN(C)C(=O)Nc2ccc(C(F)(F)F)cc2)[C@H](C)CN([C@H](C)CO)C(=O)c2cc(NC(=O)C3CCCCC3)ccc2O1 | 0.5
CCCC#Cc1ccc2c(c1)O[C@@H](CN(C)C(=O)NCCC)[C@@H](C)CN([C@@H](C)CO)S2(=O)=O | 0.3
CC(C)NC(=O)Nc1ccc2c(c1)C(=O)N([C@@H](C)CO)C[C@H](C)[C@@H](CN(C)S(=O)(=O)c1cn(C)cn1)O2 | 0.5
CCCC(=O)Nc1ccc2c(c1)OC[C@@H](C)N(CCC(F)(F)F)C[C@@H](C)[C@H](OC)CN(C)C2=O | -0.5
